From PubChem BioAssay
Glioma ERSR ind: inducers of ER stress response in human glioma cells | AID 602332 | Potency, µM, for the others: at the highest dose activation, usual class: activators | hit rate 0.02% among 420,000 | U87-MG GRP78 promoter luciferase reporter, 16 h; further: potency means the concentration at half of the fitted maximal effect; series mostly up to about 76 µM; % of control where 0% means no effect; nearly all actives have a fitted effect of over 35% in size
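ERSR induction read as luciferase luminescence (Bright-Glo, 10 min at room temperature) in stably transfected human U87-MG glioma cells exposed to compounds for 16 h, using GRP78 as sensor.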
RXFP1 ag: activates the human relaxin receptor RXFP1; AID 2676; Potency, µM (highest dose often 57.5 µM), for the others: top-dose activation, most hits filed as activators; HEK293T-RXFP1 cAMP TR-FRET, 30 min; response scale: percent of porcine relaxin response, buffer zero; hit rate 0.3% among 370,000; further: potency means the concentration at half of the fitted maximal effect; on the % scale 0 is the no-effect control and ±100 the full control effect; nearly all actives have a fitted effect of over 60% in size; many of its hits are not listed in these tables
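HEK293 cells stably expressing RXFP1, treated 30 min at 37C with compounds plus PDE4 inhibitor Ro 20174; cAMP measured by HTRF TR-FRET. Normalized to buffer and 29 nM porcine relaxin; EC50 by Hill fit.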
Vif-A3F inh: blocks the Vif interaction with APOBEC3F; HeLa A3F-eYFP + Vif (tagged APOBEC3F with the HIV-1 protein that degrades it), YFP fluorescence increase; Potency, µM (highest dose often 46.1 µM), without a hit: at the highest dose activity, negative = active; hit rate 0.2% among 390,000; further: potency means the concentration at half of the fitted maximal effect; % of control where 0% means no effect; nearly all actives have a fitted effect of over 65% in size
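Fluorescence increase (Ex 488/Em 500-530) after overnight compound treatment at 37 deg C flags inhibition of Vif-driven A3F-eYFP loss in stable HeLa A3F-eYFP/Vif cells seeded overnight beforehand.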
USP1 inh: inhibitors of human USP1/UAF1 deubiquitinase | O94782 | Potency, µM (series often up to 57.1 µM), inactives show at the highest dose activity change, negative = inhibition, most hits filed as inhibitors | hit rate 0.23% among 390,000 | AID 743255 | recombinant USP1/UAF1, Ub-Rhodamine cleavage fluorescence; further: potency means the concentration at half of the fitted maximal effect; on the % scale 0 is the no-effect control and ±100 the full control effect; nearly all actives have a fitted effect of over 60% in size; inactives centre near -12
Target sequence (O94782 whole entry, looked up): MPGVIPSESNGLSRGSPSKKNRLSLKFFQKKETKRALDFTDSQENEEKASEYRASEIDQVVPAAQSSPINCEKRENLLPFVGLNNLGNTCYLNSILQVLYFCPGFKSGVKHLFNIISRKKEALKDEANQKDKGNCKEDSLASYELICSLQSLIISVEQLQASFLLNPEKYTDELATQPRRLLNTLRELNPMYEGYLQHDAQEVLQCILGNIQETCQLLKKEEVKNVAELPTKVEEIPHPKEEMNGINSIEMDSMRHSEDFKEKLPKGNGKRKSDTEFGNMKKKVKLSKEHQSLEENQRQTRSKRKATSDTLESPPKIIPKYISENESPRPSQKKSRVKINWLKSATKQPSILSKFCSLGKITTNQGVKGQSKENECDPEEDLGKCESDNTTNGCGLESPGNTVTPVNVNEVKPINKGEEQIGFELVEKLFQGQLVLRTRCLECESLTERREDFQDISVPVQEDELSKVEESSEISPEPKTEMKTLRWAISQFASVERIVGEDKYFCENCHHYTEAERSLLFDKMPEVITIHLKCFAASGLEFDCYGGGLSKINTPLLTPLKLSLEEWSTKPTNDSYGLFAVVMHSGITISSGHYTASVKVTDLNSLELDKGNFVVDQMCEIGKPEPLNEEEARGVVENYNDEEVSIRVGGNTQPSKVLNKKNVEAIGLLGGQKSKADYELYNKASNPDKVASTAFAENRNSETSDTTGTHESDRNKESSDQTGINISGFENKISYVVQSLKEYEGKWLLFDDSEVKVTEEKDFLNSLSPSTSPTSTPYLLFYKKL
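USP1/UAF1 complex (1 nM) preincubated 15 min at room temperature with compound, then Ub-Rho substrate (150 nM final) added. Kinetic fluorescence at 480/540 nm over 6 reads at 60 s intervals; 50 mM HEPES pH 7.8, 0.5 mM EDTA, 0.1 mg/ml BSA, 1 mM TCEP, 0.01% Tween-20.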
LDHA inh: blocks human lactate dehydrogenase A | purified LDHA, NADH/diaphorase-resazurin fluorescence; active compounds read low | hit rate 0.15% among 480,000 | AID 1347041 | activity change, % (values are at about 110 or 230 µM); in the data active means activity change below about -30%; inconclusive means mostly about -25% to -30%;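 further: plate controls were DMSO wells for no effect and wells without enzyme for full effect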
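Human LDH5 (2 nM) was incubated with 0.06 mM NADH and 0.2 mM pyruvate for 5 min at room temperature in Tris pH 7.4. Remaining NADH was coupled through diaphorase/resazurin, and resorufin fluorescence was read at 0 and 20 min.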
TrxR1 substrate: rat thioredoxin reductase 1 substrate activity. O89049. purified TrxR1 substrate turnover, NADPH consumption readout. Potency, µM (series often up to 114 µM), for inactives: top-dose activity change, negative = substrate turnover. hit rate 0.01% among 390,000. AID 588456; further: potency means the concentration at half of the fitted maximal effect; on the % scale 0 is the no-effect control and ±100 the full control effect; nearly all actives have a fitted effect of over 50% in size
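Rat TrxR1, dispensed at 90 nM, was prereduced with 400 uM NADPH (final) for 5 min at ~22 deg C, then incubated with compound 15 min before 400 uM selenite. A first-read NADPH fluorescence drop versus no-compound background flagged substrates.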
PI4K2A inh: blocks human PI4K2A kinase activity. AID 1346378. purified PI4K2A, ADP-Glo luminescence, 1 h; active compounds read low. Q9BTU6. hit rate 0.13% among 420,000. activity change, negative = inhibition, % at 76.9 µM; in the data active means activity change below about -50%; inconclusive means mostly about -30% to -49%;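 further: -100% = wells without enzyme as full effect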
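ADP-Glo luminescence measured ADP generated by PI4K2A enzyme (4 ug/mL before mixing) with 1.2 mM PI substrate (pre-mix) and 300 microM ATP (pre-mix). Tris pH7.5 buffer with MgCl2, Triton X-100; 1 h reaction at ambient temperature.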
Vif-APOBEC3G blk: inhibitors of Vif-APOBEC3G interaction | AID 602310 | hit rate 0.076% among 410,000 | Q9HC16 | Potency, µM (series often up to 46.1 µM), for inactives: at the top dose activity, negative = active, most hits filed as inhibitors | HeLa A3G-eYFP + Vif (tagged APOBEC3G with the HIV-1 protein that degrades it), YFP fluorescence, overnight;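 further: potency means the concentration at half of the fitted maximal effect; on the % scale 0 is the no-effect control and ±100 the full control effect; nearly all actives have a fitted effect of over 60% in size; hits raise eYFP signal because A3G escapes Vif-driven loss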
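HeLa cells stably expressing Vif and C-terminally eYFP-tagged A3G, seeded overnight at 37 deg C, then exposed to compound by pintool overnight at 37 deg C. Rise in yellow fluorescence (Ex 488/Em 500-530, Acumen) marks blocked Vif-driven A3G degradation.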
mIDH1 inhibitor: inhibitors of human mutant IDH1 R132H; IDH1-R132H enzyme, NADPH consumption, diaphorase/resazurin fluorescence; Potency, µM (series often up to 76.6 µM), inactives show at the highest dose activity change, negative = inhibition, actives largely listed as inhibitors; hit rate 0.093% among 390,000; AID 602179; further: potency means the concentration at half of the fitted maximal effect; on the % scale 0 is the no-effect control and ±100 the full control effect; nearly all actives have a fitted effect of over 65% in size
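IDH1-R132H (0.5 ug/mL dispensed) in pH 7.5 Tris buffer was preincubated 30 min with compound, then given a substrate mix of 0.016 mM NADPH and 2 mM alpha-KG for 80 min at room temperature; remaining NADPH was read by diaphorase/resazurin fluorescence.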
Starred values were filed as active, the others as inactive; ? = inconclusive; / = no result given; & = joins results of further samples; [ ] = dose if it differs, or a comment. Unless noted, the call rests on the fitted dose curve; in most records, active means well fitted curve in the direction sought with a large enough effect; inconclusive means small, poorly fitted or top-dose-only effect, or another doubt; inactive means no such curve, though single readings can be large; an effect the other way counts as inactive or inconclusive.

Results follow in this order: Glioma ERSR ind	RXFP1 ag	Vif-A3F inh	USP1 inh	LDHA inh	TrxR1 substrate	PI4K2A inh	Vif-APOBEC3G blk	mIDH1 inhibitor
COc1cc(NC(=O)CCc2c(C)nc3c(-c4ccc(F)cc4)c(C)nn3c2C)cc(OC)c1OC
→ -2%	-0.3%	-5%	-27%	1	13%	4	1%	-2%
CCOc1ccc(S(=O)(=O)N2CCN(C(=S)NCC3CCCO3)CC2)cc1 (centres undefined)
→ 0%	1.0%	-13%	-24%	-1	-2%[57.1 µM]	1	0%	0%
CCCC1/C(=N/O)CC(c2ccccc2)NC1c1ccccc1 (centres undefined)
→ -6%	1.2%	5%	?	0	-4%	1	2%	-9%
O=S(=O)(c1cccc(-c2n[nH]c(=S)n2-c2cccc(C(F)(F)F)c2)c1)N1CCOCC1
→ -4%	/	1%	1%	-5	-8%	2	-3%	-5%
O=C(Nc1cc(C(F)(F)F)ccc1-n1cnc2ccccc21)c1ccccc1
→ -3%	-3.7%	10%	-8%	-11	4%[57.1 µM]	3	1%	2%
CC(C)(C)c1ccc(-c2nc(NCc3cccnc3)c3ccccc3n2)cc1
→ -2%	2.6%	1%	-19%	-3	-6%	0	-12%	7%
CCOc1c2ccc(C(=O)NCc3ccco3)cc2nn1CCOC
→ -6%	3.6%	-8%	-8%	8	76%[activator]	-4	-3%	-5%
COc1nc(Oc2ccc(=O)n(C)n2)nc(N(C)C)n1
→ -6%	0.0%	/	-3%	-2&-17	-4%	-14	1%	1%
N#CCc1ccc(NS(=O)(=O)c2cccs2)cc1
→ -1%	2.1%	-2%	-1%	-17	0%	-6	-1%	0%
COc1ccc(OCC(=O)N/N=C(\C)CC(=O)Nc2ccc(OC)cc2[N+](=O)[O-])cc1
→ 2%	1.5%	2%	-16%	1	2%	-4	2%	1%
CCn1ncc(CN2CCCC(CNC(=O)c3ccc(F)cc3)C2)c1C (centres undefined)
→ -4%	-0.3%	6%	-13%	-3	-6%	0	12%	0%
Cc1sc(-c2ccncc2)nc1OC(=O)c1cc(Cl)cc(Cl)c1
→ -2%	1.5%	/	-3%	-6	-10%	-5	-5%	3%
Cc1nn(-c2ccccc2)c2c1C(=O)NC(=O)C(C)(C)C2
→ 1%	2.8%	-7%	7%	-5	6%[57.1 µM]	-4	-7%	-3%
COc1cc(CCC(=O)OCn2nnc3ccccc3c2=O)cc(OC)c1OC
→ -4%	-2.3%	/	-3%	-3	-6%	9	0%	-2%
COc1ccc(C(C(=O)NCC2CCCO2)N(Cc2cccs2)C(=O)c2snc(C(N)=O)c2N)cc1OC (centres undefined)
→ -3%	-3.0%	1%	-9%	-13	11%	0	-2%	17%
Cc1ccc2c(c1)cc(C(=O)Nc1ccc(F)cc1F)n2C
→ -1%	1.7%	?	-26%	-1	2%	-4	-15%	22%
N#Cc1c(NC(=O)CSC2=NCCS2)sc2c1CCCC2
→ 7%	0.1%	-8%	-21%	-6	-7%	4	1%	0%
Cc1cccn2c(=O)c(/C=C(\C#N)C(=O)NCc3ccco3)c(N3CCOCC3)nc12
→ 0%	15%	-2%	-20%	1	4%	2	-7%	6%
CC(C)C(=O)Nc1c2c(nn1-c1ccc(F)cc1)CSC2
→ -4%	-2.3%	8%	2%	-1	1%	-1	2%	-1%
O=C(NCCc1ccccc1)C(=O)c1c(-c2ccccc2)[nH]c2ccccc12
→ -6%	3.5%	-2%	-23%	-8&-2	-1%[57.1 µM]	-1	-3%	0%
Cc1ccc(C)c(NC(=O)CSc2nccn2-c2cccc(C)c2C)c1
→ -2%	0.1%	-5%	-5%	1	-4%[57.1 µM]	-3	3%	-10%
CCCS(=O)(=O)c1c(S(=O)(=O)CCC)c2c(C(N)=O)cccn2c1C(=O)c1ccc(F)cc1
→ -5%	-0.2%	-21%	-19%	2	-4%	1	2%	13%
CC(CNC(=O)CC[C@H]1O[C@@H](n2ccc(=O)[nH]c2=O)[C@H](O)[C@@H]1O)c1ccccc1 (some centres undefined)
→ -5%	/	/	/	-12	/	-2	0%	/
CCOC(=O)C1(Cc2ccccc2)CCCN(C(=O)c2cnn(CC)c2)C1 (centres undefined)
→ 10%	3.6%	1%	-30%	-6	9%	-4	0%	-4%
Cc1cccc(C(O)c2ncc(-c3ccc(F)cc3)[nH]2)c1C (centres undefined)
→ -4%	/	/	/	-7	/	-2	-1%	/
Cc1nc2cc(NC(=O)c3ccco3)ccc2n1C
→ -10%	1.2%	2%	-16%	-3	4%	-2	0%	7%
Cc1ccc(-c2c(C(=O)NCc3ccc(F)cc3)oc(=O)c3ccccc23)cc1
→ -2%&-2%	1.7%&1.8%	-5%&3%	?	-3&0	-4%&-8%	0&0	-3%&1%	-2%&2%
CCOC(=O)C(NC(=O)Nc1cccc(C)n1)(OCC(F)(F)F)C(F)(F)F (centres undefined)
→ -5%	0.7%	0%	-11%	1	-7%	1	1%	0%
Cc1ccc(CN2CCN(Cc3ccc(Oc4ncccn4)cc3)CC2CCO)cc1 (centres undefined)
→ -2%	2.9%	12%	0%	-4	2%	4	-3%	4%
CCOc1cc(/C=C2/NC(=O)N(CC(=O)OC)C2=O)ccc1OC
→ -2%	-0.2%	-11%	-33%	-7	-10%	-8	-6%	7%
CCCn1ncc(CN2CCN(CCc3ccccc3)C(CCO)C2)c1C (centres undefined)
→ -6%	-0.7%	4%	1%	-1	5%	-1	-7%	11%
CC(C)[C@H](N)c1nnc2n1N=C(c1ccc(Cl)cc1)CS2
→ 1%	-1.5%	4%	-13%	-2	-1%	5	0%	-4%
C=CCN1C(=O)C(CC(=O)O)SC1=Nc1ccc(C(=O)O)cc1 (centres undefined)
→ 1%	-2.4%	-3%	-16%	-10	0%[57.1 µM]	-3	-2%	1%
CCOC(=O)C1CCN(C(=O)Cc2ccc(OC)c(OC)c2)CC1
→ -12%	-2.8%	/	-6%	2	-2%	1	-1%	-1%
O=C(CN1C(=O)C2CC=CCC2C1=O)Nc1ccc(S(=O)(=O)NC2=NCCCCC2)cc1 (centres undefined)
→ -3%	-0.4%	-3%	13%	-3	10%[57.1 µM]	0	-2%	6%
CCCCNC(=O)C12CCC(C)(C(=O)C1Br)C2(C)C (centres undefined)
→ -3%	-2.0%	1%	-1%	-5	1%	-1	-4%	2%
COc1cccc(-c2nc(CS(=O)(=O)CC(=O)Nc3cc(C)ccc3C)c(C)o2)c1
→ -4%	0.7%	-9%	-15%	-3	5%[57.1 µM]	-6	-6%	2%
CNC(=O)COc1ncnc2scc(-c3ccc(F)cc3)c12
→ -6%	6.8%	-5%	-5%	-3	0%	11	0%	0%
NC(=O)c1ccc[n+](CC(=O)OCCC23CC4CC(CC(C4)C2)C3)c1
→ -1%	0.3%	-8%	-15%	-5	-8%	3	1%	3%
COc1ccccc1Nc1nc(NCCCN(C)C)nc(N)c1[N+](=O)[O-]
→ -6%	4.4%	-3%	?	-6	-1%[57.1 µM]	-3	1%	-3%

Some values from the entries so far:
`CCCS(=O)(=O)c1c(S(=O)(=O)CCC)c2c(C(N)=O)cccn2c1C(=O)c1ccc(F)cc1` in Vif-APOBEC3G blk is entered as 2%
`CC(C)(C)c1ccc(-c2nc(NCc3cccnc3)c3ccccc3n2)cc1` in mIDH1 inhibitor is entered as 7%
`Cc1ccc2c(c1)cc(C(=O)Nc1ccc(F)cc1F)n2C` in Vif-APOBEC3G blk is entered as -15%

(further entries)
Results follow in this order: Glioma ERSR ind	RXFP1 ag	Vif-A3F inh	USP1 inh	LDHA inh	TrxR1 substrate	PI4K2A inh	Vif-APOBEC3G blk	mIDH1 inhibitor
CCCC(=O)OCC(=O)NC1CCCc2ccccc21 (centres undefined)
→ 0%	2.0%	1%	4%	-2	11%[57.1 µM]	2	0%	-3%
CCCCNC(=O)C1(C)CCC(=O)N1CCOC (centres undefined)
→ -4%	/	/	/	-3	/	1	1%	/
C/C(=N/Nc1ccc([N+](=O)[O-])cc1)c1ccc(C)cc1C
→ 1%	-0.7%	-17%	-16%	-1	-4%	-3	-12%	4%
CC1=C(c2ccc(Cl)cc2)S(=O)(=O)N=C1N1CCN(c2cc(C)ccc2C)CC1
→ -5%	5.0%	-2%	7%	0	4%	-9	-2%	17%

4 structures already listed, arranged by molar mass, ascending:
Results follow in this order: Glioma ERSR ind	RXFP1 ag	Vif-A3F inh	USP1 inh	LDHA inh	TrxR1 substrate	PI4K2A inh	Vif-APOBEC3G blk	mIDH1 inhibitor
CCCCNC(=O)C1(C)CCC(=O)N1CCOC (centres undefined)
→ -4%	/	/	/	-3	/	1	1%	/
CNC(=O)COc1ncnc2scc(-c3ccc(F)cc3)c12
→ -6%	6.8%	-5%	-5%	-3	0%	11	0%	0%
NC(=O)c1ccc[n+](CC(=O)OCCC23CC4CC(CC(C4)C2)C3)c1
→ -1%	0.3%	-8%	-15%	-5	-8%	3	1%	3%
COc1ccccc1Nc1nc(NCCCN(C)C)nc(N)c1[N+](=O)[O-]
→ -6%	4.4%	-3%	?	-6	-1%[57.1 µM]	-3	1%	-3%

An excerpt; rates above refer to the full screens.
